KOR beta-arrestin-1: KOR agonists, beta-arrestin recruitment, primary screen, cell-based, luminescence, uHTS (AID 1777); Kappa-type opioid receptor (Homo sapiens); KOR beta-arrestin recruitment, luminescence; higher % means a stronger effect; one-dose activation, % at 10 µM; EC50 in µM for titrated hits; 0.02% of 280,000 active; in the data active means activation above about 50%, passing the limit was not always enough; further: a part of the inactive calls stands beside numbers as strong as those of hits
HIV peptide binding: inhibitors of HIV fusion peptide binding, primary screen, biochemical, uHTS, fluorescence dequenching (AID 1986). cell-free peptide binding, fluorescence dequenching, 30 min; higher % means a stronger effect. inhibition, % at 20 µM, or IC50 in µM where a hit was titrated. 0.3% of 290,000 active; in the data active means inhibition mostly above about 52%, no sharp cut-off; inactive means mostly below about 76%; further: some results filed as inactive read as strong as hits
Large T inhibition: SV40 large T antigen inhibitors, biochemical (AID 1903). SV40 large T antigen ATPase/helicase inhibition assay; higher % means a stronger effect. one-dose inhibition, % at 20 µM; IC50 in µM for titrated hits. 0.39% of 310,000 active; in the data active means a potency from the dose series; further: strong numbers were not always called active
Rac1 GTP hydrolysis: MgcRacGAP GTPase-activating activity inhibitors, confirmation, biochemical, ADP Hunter fluorescence; Rac GTPase-activating protein 1 (Homo sapiens); inhibition, % at 30 µM, or IC50 in µM where a hit was titrated; 0.6% of 340,000 active; MgcRacGAP-stimulated Rac1 GTP hydrolysis, ADP Hunter fluorescence; higher % means a stronger effect; GST-tagged Rac1 F28L mutant substrate; AID 624330, 2012;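 active means first-screen hits whose inhibition reached a set limit at any dose in the follow-up dose series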;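 further: fluorescence reports GDP produced by GAP-driven GTP hydrolysis; strong numbers were not always called active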
GPR55 beta-arrestin: GPR55 agonists via beta-arrestin recruitment, primary screen, imaging, U2OS cells, beta-arrestin-GFP redistribution (AID 1961) | G-protein coupled receptor 55 (Homo sapiens) | U2OS GPR55 beta-arrestin-GFP redistribution imaging; higher % means a stronger effect | activation, % at 10 µM; hits with a dose series show EC50 in µM | 0.048% of 290,000 active;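 active means activation above 40% with more than 50 cells counted in the well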;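 further: U2OS osteosarcoma cells stably expressing GPR55 and beta-arrestin-GFP; plate controls were DMSO negative control for no effect and LPI positive control for full effect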
NOD2 inhibition: NOD2 signaling inhibitors, cell-based, luminescence, uHTS, HEK293 (AID 1566). inhibition, % at 4 µM, or EC50 in µM where a hit was titrated. HEK293 NOD2/NF-kB luciferase reporter, luminescence; higher % means a stronger effect. 0.63% of 290,000 active; further: many of its hits are not listed in these tables
KOR beta-arrestin-2: KOR antagonists, beta-arrestin recruitment, cell-based, luminescence, uHTS (AID 1778). one-dose inhibition, % at 10 µM; IC50 in µM for titrated hits. 0.091% of 290,000 active. Kappa-type opioid receptor (Homo sapiens). KOR beta-arrestin recruitment, luminescence, antagonist mode; higher % means a stronger effect; further: strong numbers were not always called active
GPR55 LPI antagonism: GPR55 antagonists blocking LPI-driven arrestin recruitment, primary screen, imaging, U2OS, beta-arrestin-GFP, LPI agonist (AID 2013); inhibition, % at 10 µM, or IC50 in µM where a hit was titrated; G-protein coupled receptor 55 (Homo sapiens); 0.13% of 290,000 active; U2OS GPR55 beta-arrestin-GFP translocation imaging, LPI antagonism; higher % means a stronger effect;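 active means spots per cell inhibited over 60%, with over 100 cells counted and total cytoplasm intensity under 500,000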;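 further: U2OS cells stably carrying GPR55 and arrestin-GFP stimulated by 5 µM LPI near EC80; imaged beta-arrestin-GFP aggregate spots per cell after agonist stimulation; plate controls were LPI-stimulated DMSO wells for no effect and DMSO wells without LPI for full effect; some results filed as inactive read as strong as hits; confirmed hits need IC50 under 10 µM and bright autofluorescent wells are also inconclusive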
NOD1 NF-kB reporter: NOD1 signaling inhibitors, primary screen, cell-based, luminescence, uHTS (AID 1578); NOD1-driven NF-kB luciferase reporter cells, luminescence; higher % means a stronger effect; inhibition, % at 4 µM, or EC50 in µM where a hit was titrated; 1% of 290,000 active; in the data active means inhibition mostly above about 36%, no sharp cut-off; inactive means mostly below about 34%;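 further: HEK-293T reporter cells stimulated with the NOD1 agonist gamma-tri-DAP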
* hit, by the source's call; [ ] = another dose, or the depositor's remark. Unless noted, no stated cut-off is given here; in the data, active means inhibition above about 50%; inactive means the rest. A portion of the library; the hit share may differ from the screen's.

For CCOC(=O)c1c(NC(=O)CCN2CCOCC2)sc2c1CC(C)(C)OC2 the results were KOR beta-arrestin-1 6.6%, HIV peptide binding 1.6%, Large T inhibition 8.8%, Rac1 GTP hydrolysis 9.2%, GPR55 beta-arrestin -0.2%, NOD2 inhibition 18.8%, KOR beta-arrestin-2 -1.8%, GPR55 LPI antagonism 4.4% and NOD1 NF-kB reporter 5.3%.
CNc1cc(C)c(C#N)c2nc3ccccc3n12 was read as KOR beta-arrestin-1 -5.4%, HIV peptide binding 0.6%, Large T inhibition 4.3%, Rac1 GTP hydrolysis 12.3%, GPR55 beta-arrestin -0.2%, NOD2 inhibition 18.1%, KOR beta-arrestin-2 20.9%, GPR55 LPI antagonism -0.4% and NOD1 NF-kB reporter -20.1%.
Screening COc1ccccc1C(=O)Nc1nnc(S(=O)(=O)N2CCN(c3ccc(F)cc3)CC2)s1 returned KOR beta-arrestin-1 -2.4%, HIV peptide binding 2.1%, Large T inhibition 10.2%, Rac1 GTP hydrolysis 0.3%, GPR55 beta-arrestin -0.1%, NOD2 inhibition 17.9%, KOR beta-arrestin-2 13.9%, GPR55 LPI antagonism 11.5% and NOD1 NF-kB reporter -9.7%.
For O=C(NCCNC(=O)c1cc(F)cc(F)c1)c1cc(F)cc(F)c1 the results were KOR beta-arrestin-1 -1.5%, HIV peptide binding -2.6%, Large T inhibition 2.7%, Rac1 GTP hydrolysis 11.2%, GPR55 beta-arrestin 0.0%, NOD2 inhibition 11.5%, KOR beta-arrestin-2 12.1%, GPR55 LPI antagonism 2.2% and NOD1 NF-kB reporter 4.6%.
C/C(CC(=O)Nc1ccc(N(C)C)cc1)=N\NC(=O)c1ccncc1 was read as KOR beta-arrestin-1 2.4%, HIV peptide binding -0.8%, Large T inhibition 13.7µM*, Rac1 GTP hydrolysis 56.8µM*, GPR55 beta-arrestin 0.9%, NOD2 inhibition 22.9%, KOR beta-arrestin-2 -14.1%, GPR55 LPI antagonism 5.7% and NOD1 NF-kB reporter -11.0%.
For COc1ccccc1NC(=S)NNC(=S)Nc1ccc(OC(F)F)cc1 the results were KOR beta-arrestin-1 -3.6%, HIV peptide binding 7.4%, Large T inhibition 3.2%, Rac1 GTP hydrolysis 15.6%, GPR55 beta-arrestin -0.2%, NOD2 inhibition -17.5%, KOR beta-arrestin-2 -6.0%, GPR55 LPI antagonism -20.6% and NOD1 NF-kB reporter -28.0%.
CCOC(=O)CSc1nc2ccsc2c(=O)[nH]1 was read as KOR beta-arrestin-1 -2.6%, HIV peptide binding -1.3%, Large T inhibition 7.0%, Rac1 GTP hydrolysis 6.1%, GPR55 beta-arrestin -0.2%, NOD2 inhibition 7.5%, KOR beta-arrestin-2 -40.0%, GPR55 LPI antagonism 2.4% and NOD1 NF-kB reporter -19.9%.
`CCOC(=O)c1cnc2c(Cl)cccc2c1NCCCN1CCOCC1` gave KOR beta-arrestin-1 0.1%, HIV peptide binding 1.1%, Large T inhibition 5.5%, Rac1 GTP hydrolysis 6.5%, GPR55 beta-arrestin 0.3%, NOD2 inhibition 1.7%, KOR beta-arrestin-2 5.5%, GPR55 LPI antagonism 4.3% and NOD1 NF-kB reporter -18.4%.
For CCOC(=O)N1CCN(C(=O)c2cnn3c(C(F)(F)F)cc(-c4cccs4)nc23)CC1 the results were KOR beta-arrestin-1 -5.8%, HIV peptide binding 0.7%, Large T inhibition 4.5%, Rac1 GTP hydrolysis 0.4%, GPR55 beta-arrestin -0.1%, NOD2 inhibition 7.0%, KOR beta-arrestin-2 -40.8%[20 µM], GPR55 LPI antagonism 5.0% and NOD1 NF-kB reporter -28.7%.
Screening Cc1nn2c(=O)c3c4c(sc3nc2n1-c1ccccc1)COC(C)(C)C4 returned KOR beta-arrestin-1 2.2%, HIV peptide binding -2.8%, Large T inhibition 11.1%, GPR55 beta-arrestin -0.1%, NOD2 inhibition 3.5%, KOR beta-arrestin-2 31.8%, GPR55 LPI antagonism 9.1% and NOD1 NF-kB reporter 8.9%.
For COC(=O)c1c[nH]c(=O)c2ccccc12 the results were HIV peptide binding -1.4%, Large T inhibition 16.7%, Rac1 GTP hydrolysis 0.7%, GPR55 beta-arrestin 0.3%, NOD2 inhibition -3.2%, KOR beta-arrestin-2 -12.5%, GPR55 LPI antagonism -1.6% and NOD1 NF-kB reporter -19.5%.
For c1ccc2c(c1)CC/C2=N/Nc1nc2ccccc2[nH]1 the results were KOR beta-arrestin-1 -2.5%, HIV peptide binding -1.8%, Large T inhibition 10.6%, Rac1 GTP hydrolysis 25.3%, GPR55 beta-arrestin 0.2%, NOD2 inhibition -39.1%, KOR beta-arrestin-2 -5.8%, GPR55 LPI antagonism 7.0% and NOD1 NF-kB reporter -31.3%.
COc1ccc(Cc2nc3ccc(C(=O)NC(C)Cc4ncccc4C)cc3o2)cc1OC (stereo not drawn) was read as KOR beta-arrestin-1 1.0%, HIV peptide binding -0.7%, Large T inhibition 14.6%, Rac1 GTP hydrolysis 9.3%, GPR55 beta-arrestin -0.1%, NOD2 inhibition 15.6%, KOR beta-arrestin-2 20.5%, GPR55 LPI antagonism 11.7% and NOD1 NF-kB reporter -13.2%.
`CCN(c1ccc(C)cc1C)S(=O)(=O)c1nnc(NC(=O)C(C)(C)C)s1` gave KOR beta-arrestin-1 -0.1%, HIV peptide binding 2.2%, Large T inhibition 26.7%, Rac1 GTP hydrolysis 5.1%, GPR55 beta-arrestin 0.0%, NOD2 inhibition -4.5%, KOR beta-arrestin-2 -0.9%, GPR55 LPI antagonism 2.2% and NOD1 NF-kB reporter -15.5%.
`CCNC(=O)/C(=C/c1ccc2c(c1)OCO2)NC(=O)c1ccc(Br)cc1` gave KOR beta-arrestin-1 0.3%, HIV peptide binding 0.2%, Large T inhibition 4.2%, Rac1 GTP hydrolysis 1.1%, GPR55 beta-arrestin -0.1%, NOD2 inhibition -29.0%, KOR beta-arrestin-2 18.0%, GPR55 LPI antagonism 10.0% and NOD1 NF-kB reporter -4.0%.
CCC(=O)NC1(C(F)(F)F)C(=O)NC(C)=C1C#N (stereo not drawn) was read as KOR beta-arrestin-1 -4.5%, HIV peptide binding -3.6%, Large T inhibition -0.2%, Rac1 GTP hydrolysis 2.0%, GPR55 beta-arrestin -0.2%, NOD2 inhibition 5.0%, KOR beta-arrestin-2 -13.6%, GPR55 LPI antagonism -3.7% and NOD1 NF-kB reporter 4.1%.
`O=C(NCC(=O)N1CCN(Cc2ccccc2)CC1)c1ccc(Br)o1` gave KOR beta-arrestin-1 -3.1%, HIV peptide binding -1.0%, Large T inhibition 11.8%, Rac1 GTP hydrolysis 6.5%, GPR55 beta-arrestin -0.1%, NOD2 inhibition 0.9%, KOR beta-arrestin-2 9.8%, GPR55 LPI antagonism 2.0% and NOD1 NF-kB reporter -15.2%.
Screening COc1ccccc1-c1cc(C(=O)NCc2ccc(Cl)cc2)no1 returned KOR beta-arrestin-1 2.5%, HIV peptide binding 1.5%, Large T inhibition 4.1%, Rac1 GTP hydrolysis -3.9%, GPR55 beta-arrestin -0.3%, NOD2 inhibition -4.5%, KOR beta-arrestin-2 -1.8%, GPR55 LPI antagonism -6.4% and NOD1 NF-kB reporter 18.5%.
O=C1NC(NS(=O)(=O)c2ccc(Cl)cc2)(C(F)(F)F)C(=O)N1c1ccccc1 (stereo not drawn) was read as KOR beta-arrestin-1 6.5%, HIV peptide binding 2.2%, Large T inhibition 7.0%, Rac1 GTP hydrolysis 5.6%, GPR55 beta-arrestin -0.3%, NOD2 inhibition -6.3%, KOR beta-arrestin-2 -0.2%, GPR55 LPI antagonism -7.9% and NOD1 NF-kB reporter -32.3%.
Cc1csc(NC(=O)/C=C/c2ccco2)n1 was read as KOR beta-arrestin-1 -4.3%, HIV peptide binding 29.8%, Large T inhibition 23.3%, Rac1 GTP hydrolysis 7.9%, GPR55 beta-arrestin -0.1%, NOD2 inhibition -80.3%, KOR beta-arrestin-2 13.2%, GPR55 LPI antagonism -3.2% and NOD1 NF-kB reporter -40.7%.
Cc1noc(C)c1CSc1nnc2ccc3ccccc3n12 was read as KOR beta-arrestin-1 -0.4%, HIV peptide binding -1.0%, Large T inhibition 10.3%, Rac1 GTP hydrolysis -1.4%, GPR55 beta-arrestin -0.4%, NOD2 inhibition 5.5%, KOR beta-arrestin-2 15.6%, GPR55 LPI antagonism 12.5% and NOD1 NF-kB reporter -25.3%.
`O=S(=O)(c1cccs1)N1CCN(c2ccnc3cc(Cl)ccc23)CC1` gave KOR beta-arrestin-1 5.5%, HIV peptide binding -0.8%, Large T inhibition 3.4%, GPR55 beta-arrestin -0.2%, NOD2 inhibition -32.3%, KOR beta-arrestin-2 -5.7%, GPR55 LPI antagonism -2.1% and NOD1 NF-kB reporter 15.5%.
COc1ccc(NC(=O)/C(C#N)=C/c2ccc[nH]2)c(OC)c1 was read as KOR beta-arrestin-1 -3.3%, HIV peptide binding 9.0%, Large T inhibition 5.5%, Rac1 GTP hydrolysis 1.8%, GPR55 beta-arrestin -0.1%, NOD2 inhibition 3.1%, KOR beta-arrestin-2 19.4%, GPR55 LPI antagonism -1.0% and NOD1 NF-kB reporter -42.0%.
Screening [N-]=[N+]=NCCN1CCN(CCc2ccccc2)CCC1=O returned KOR beta-arrestin-1 -2.6%, HIV peptide binding 2.1%, Large T inhibition 18.4%, Rac1 GTP hydrolysis -1.2%, GPR55 beta-arrestin 0.0%, NOD2 inhibition 0.8%, KOR beta-arrestin-2 -25.5%[20 µM], GPR55 LPI antagonism 3.2% and NOD1 NF-kB reporter -24.8%.
`Cc1ccc(C(=O)c2coc3ccc(O)c(CN4CCN(C)CC4)c23)cc1` gave KOR beta-arrestin-1 1.4%, HIV peptide binding 17.3%, Large T inhibition 5.8%, Rac1 GTP hydrolysis 1.8%, GPR55 beta-arrestin -0.2%, NOD2 inhibition 16.5%, KOR beta-arrestin-2 4.3%, GPR55 LPI antagonism 9.2% and NOD1 NF-kB reporter -12.3%.
`COc1ccc(COc2cc(-c3cccc(OC)c3)nc3ccc(NC(=O)C(C)C)cc23)cc1` gave KOR beta-arrestin-1 -0.4%, HIV peptide binding -0.6%, Large T inhibition 11.7%, Rac1 GTP hydrolysis 7.4%, GPR55 beta-arrestin 0.1%, NOD2 inhibition -20.1%, KOR beta-arrestin-2 -26.4%, GPR55 LPI antagonism 5.4% and NOD1 NF-kB reporter -6.0%.
Screening Cc1ccc(OC(=O)c2ccc(S(=O)(=O)N(C)C)cc2)c(-n2nc3ccccc3n2)c1 returned KOR beta-arrestin-1 2.1%, HIV peptide binding 1.6%, Large T inhibition 2.2%, Rac1 GTP hydrolysis 10.5%, GPR55 beta-arrestin -0.1%, NOD2 inhibition -38.0%, KOR beta-arrestin-2 -10.7%, GPR55 LPI antagonism 1.4% and NOD1 NF-kB reporter -39.8%.

High-throughput results: PubChem, several laboratories
